UPR CHOP act – activators of apoptotic arm of unfolded protein response (CHOP); CHO-CHOP luciferase reporter, UPR activation, luminescence; percent of tunicamycin response over DMSO baseline; activation, % at 10 µM; 0.34% of 330,000 active; AID 449763;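 active means at 10 µM dose, activation of 40% or more, normalized to positive control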;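 further: 100% = tunicamycin at 10 µg/mL and 0% = DMSO alone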
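Dosing – one dose, 10 µM in 0.5% DMSO · System – CHO-CHOP cells, stable luciferase reporter of PERK-eIF2a-CHOP signalling · Input – 500 cells/well · Control set – tunicamycin 10 µg/mL final as positive, DMSO-only wells as negative · Timing – 6 h compound treatment, 37 °C · Measure – % activation vs tunicamycin · Technique – luminescence read with Steady-Glo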
APJ antagonist – APJ receptor antagonism; CHO-K1 APJ beta-arrestin complementation, luminescence; AID 2521; 0.32% of 330,000 active; P35414; inhibition, % at 20 µM;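 active means inhibition above about 40% at 20 µM, limit read from the data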;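 further: cells challenged with 10 nM apelin-13 agonist together with compound; plate controls were apelin-13 plus DMSO wells for no effect and DMSO wells lacking apelin-13 for full effect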
Target sequence (P35414 whole entry, looked up): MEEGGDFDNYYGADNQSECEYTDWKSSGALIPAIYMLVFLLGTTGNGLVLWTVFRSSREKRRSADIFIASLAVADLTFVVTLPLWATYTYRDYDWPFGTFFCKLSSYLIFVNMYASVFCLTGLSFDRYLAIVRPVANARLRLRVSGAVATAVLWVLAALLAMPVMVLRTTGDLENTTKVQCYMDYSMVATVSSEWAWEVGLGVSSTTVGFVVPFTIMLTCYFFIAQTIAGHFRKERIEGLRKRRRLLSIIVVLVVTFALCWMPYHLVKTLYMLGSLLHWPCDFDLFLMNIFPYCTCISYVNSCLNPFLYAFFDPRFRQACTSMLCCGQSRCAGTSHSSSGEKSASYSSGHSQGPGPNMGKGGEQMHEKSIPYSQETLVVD
Mdm2 MdmX PPI – human Mdm2/MdmX binding inhibition | AID 485346 | inhibition, % at 8 µM | SaOS-2 split-luciferase Mdm2/MdmX complementation, luminescence | 3% of 330,000 active;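 active means inhibition of at least 50% at 8 µM in the primary screen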
tim23-1 inh – growth inhibitors of tim23-1 mutant yeast | S. cerevisiae tim23-1 growth, BacTiter-Glo luminescence, 24 h | inhibition, % at 20 µM | 1.3% of 330,000 active | AID 463212;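 active means growth inhibition of the mutant yeast at or above 50%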;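 further: temperature-sensitive mutant grown at 25 °C; plate controls were DMSO-treated mutant yeast for no effect and medium wells lacking yeast for full effect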
UPR XBP1 act – activators of adaptive arm of unfolded protein response (XBP1); 0.33% of 330,000 active; CHO-XBP1 luciferase reporter, IRE1-XBP1 UPR activation, luminescence; percent of tunicamycin response, DMSO as zero; AID 463104; activation, % at 20 µM;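 active means versus positive control, 20 µM dose yields 30% or more activation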;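 further: 100% = tunicamycin at 10 µg/mL and 0% = DMSO only wells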
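incubation = overnight seeding at 37 °C, 6 h compound treatment at 37 °C | assay system = CHO-XBP1 cells stably carrying IRE1-XBP1-driven luciferase reporter | input = 1000 cells per well | detection = luciferase luminescence | dosing = single point, 20 µM final compound, 1% DMSO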
CCR6 antag – blocks CCL20-driven beta-arrestin recruitment at human CCR6 | P51684 | CHO-K1 CCR6 PathHunter beta-arrestin, luminescence, CCL20-stimulated | inhibition, % at 20 µM | 0.49% of 340,000 active | AID 493098;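 active means compounds whose inhibition of the agonist-driven luminescence signal at 20 µM reaches about 50%, limit read from the data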;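 further: cells stimulated with CCL20 at 14 nM final; plate controls were DMSO with CCL20 for no effect and DMSO without agonist for full effect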
Target sequence (P51684 whole entry, looked up): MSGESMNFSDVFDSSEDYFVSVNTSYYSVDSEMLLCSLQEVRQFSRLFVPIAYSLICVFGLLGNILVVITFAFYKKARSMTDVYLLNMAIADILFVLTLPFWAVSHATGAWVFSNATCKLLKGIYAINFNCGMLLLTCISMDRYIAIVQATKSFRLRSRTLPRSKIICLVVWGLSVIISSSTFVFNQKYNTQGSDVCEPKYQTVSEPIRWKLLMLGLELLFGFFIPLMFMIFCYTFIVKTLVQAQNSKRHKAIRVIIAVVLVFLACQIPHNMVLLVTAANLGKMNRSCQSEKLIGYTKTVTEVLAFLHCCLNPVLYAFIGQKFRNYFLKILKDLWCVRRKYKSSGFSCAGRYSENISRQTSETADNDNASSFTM
APJ agonist – activates the human apelin receptor APJ; P35414; activation, % at 20 µM; 0.11% of 330,000 active; CHO-K1 APJ PathHunter beta-arrestin, luminescence; 0% DMSO wells, 100% apelin;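 active means activation more than six SD over the plate average, tested at 20 µM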;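 further: 0% = DMSO alone and 100% = apelin-13 at 10 nM; some results filed as inactive read as strong as hits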
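Incubation: overnight seeding, 90 min compound at 25 °C, 1 h detection; test system: PathHunter CHO-K1 APJ (AGTRL-1) beta-arrestin reporter cells; amount: 1000 cells/well; doses: one dose, 20 µM compound, 1% DMSO; measured by: beta-gal luminescence; measure: agonist-driven arrestin binding to APJ; benchmarks: negative DMSO alone, positive Apelin-13 at 10 nM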
CXCR6 inh – blocks human CXCR6 beta-arrestin recruitment | inhibition, % at 20 µM | AID 602244 | 0.36% of 360,000 active | CHO-K1 PathHunter CXCR6 beta-arrestin, luminescence; in the data active means inhibition above about 34%, passing the limit was not always enough;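 further: antagonist mode with CXCL16 agonist at 10 nM final; 0% = 10 nM CXCL16 with DMSO and 100% = unstimulated wells without agonist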
Target sequence (O00574 whole entry, looked up): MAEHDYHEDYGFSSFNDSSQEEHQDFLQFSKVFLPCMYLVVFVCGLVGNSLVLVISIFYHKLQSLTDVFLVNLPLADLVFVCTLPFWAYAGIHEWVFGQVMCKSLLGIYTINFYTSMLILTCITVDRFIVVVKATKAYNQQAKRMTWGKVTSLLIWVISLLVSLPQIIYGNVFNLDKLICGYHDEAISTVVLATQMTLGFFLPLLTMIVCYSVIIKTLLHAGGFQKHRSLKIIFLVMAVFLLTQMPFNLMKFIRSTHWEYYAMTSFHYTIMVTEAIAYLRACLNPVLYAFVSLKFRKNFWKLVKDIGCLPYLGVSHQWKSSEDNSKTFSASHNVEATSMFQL
EBI2 antag – EBI2 (human) antagonism; 0.81% of 360,000 active; AID 651636; inhibition, % at 5 µM; EBI2 beta-arrestin recruitment, luminescence, 7a,25-OHC stimulated; P32249; in the data active means inhibition above about 38%;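 further: enzyme fragment complementation signal reports receptor beta-arrestin coupling in cells; 0% = agonist plus DMSO wells and 100% = wells without agonist; some results beyond the cut were filed as inactive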
Starred values were filed as active, the others as inactive. These rows are one share of the data, so the mix of outcomes need not match the whole.

SMILES	UPR CHOP act	APJ antagonist	Mdm2 MdmX PPI	tim23-1 inh	UPR XBP1 act	CCR6 antag	APJ agonist	CXCR6 inh	EBI2 antag
CCN(CC(=O)NCc1cccs1)C(=O)c1cccc(S(=O)(=O)N2CCc3ccccc32)c1	1.3	-8	2	14	-4	2	-5	-12	-1
CCC(c1nnc(SCC(=O)Nc2ccc(C(C)=O)cc2)n1C1CCCCC1)N(C)C (stereo not given)	-0.1	17	19	26	0	7	6	-2	16
Cc1ccc(-n2ncc3c2CCCC3NC(=O)c2cnccn2)cc1C (stereo not given)	1.6	1	10	24	-4	15	-4	2	11
O=C(CCN1C(=O)/C(=C/c2ccc(Cl)cc2)SC1=S)Nc1cccc(C(=O)O)c1	1.5	-7	11	-6	-3	4	-3	-11	-2
CC(/C=N/n1c(-c2ccccn2)n[nH]c1=S)=C\c1ccccc1	2.9	19	16	11	-2	14	-3	-1	2
Cc1cc(NC(=O)CN2C(=O)S/C(=C\c3ccccc3)C2=O)no1	1.5	1	-6	-8	-2	-5	0	-3	-11
COc1ccc(/[N+]([O-])=C/c2ccoc2)cc1	4.8	-13	-19	12	7	-1	0	-5	-13
Cc1ccccc1CSCC(=O)NCc1ccco1	-1.2	-5	8	18	2	4	-1	6	-3
CC1CN(C(=S)NC2CCCC2)CC(C)O1 (stereo not given)	0.2	-14	13	-13	-3	7	-4	0	-2
O=C(CCc1n[nH]c(=O)[nH]c1=O)N1CCOCC1	-1.0	4	20	-8	-1	-2	-2	-4	-5
Cc1cc(C)cc(NC(=O)N2C3CCCC2CC(NC(=O)C2CC2)C3)c1 (stereo not given)	-1.2	11	11	11	5	16	-3	9	-8
Cc1c(NC(=O)c2cc(-c3ccccc3O)on2)c(=O)n(-c2ccccc2)n1C	2.5	-7	-14	-15	0	11	-3	-2	-6
Cc1cc(=O)oc2cc(OCC(=O)Nc3c(Cl)cccc3C(F)(F)F)ccc12	1.6	0	24	-1	-4	0	-1	1	-4
CCN1/C(=C2\C(=O)N(C)C(=S)N2C)C=Cc2ccccc21	-0.3	20	34	13	-3	12	-5	4	-4
CC(=O)Nc1ccc(NC(=O)CSc2nc3c(=O)n(C)c(=O)n(C)c3n2C)cc1	-1.2	-43	14	2	-1	-5	6	0	-11
C=CCc1c(C)[nH]c(=O)[nH]c1=O	0.5	3	-3	6	1	12	-3	-5	-6
CC1CCCN(C(=O)COC(=O)CSc2ccc(C(N)=O)cc2[N+](=O)[O-])C1 (stereo not given)	1.2	14	10	10	-1	14	-7	5	1
CN(c1cccc(Cl)c1)S(=O)(=O)c1cccc(C(=O)Nc2ccc3c(c2)CCC3)c1	2.7	-23	18	24	0	8	-1	4	28
CCCCc1c(O)nc(SCC(=O)Nc2ccc3c(c2)CCC3)[nH]c1=O	1.4	9	-7	2	-4	-1	1	5	2
Cn1nc(C(F)(F)F)c(-c2ccccc2)c1NC(=O)c1nccnc1C(=O)O	2.5	14	20	-11	-1	3	-2	-7	13
COc1ccc(CCNC(=O)CSc2ccccn2)cc1OC	2.7	-6	-7	17	-3	5	-6	0	-4
COc1ccc(CCc2cc(OC)cc(=O)o2)cc1	1.5	8	15	25	-1	-4	-4	3	-1
CCCCN(C(=O)c1ccc(Cl)cc1)C1CC2CCC(C1)N2C (stereo not given)	-1.0	-14	8	-8	-2	5	-4	2	-1
COCCCNC(=S)Nc1cccc(SC)c1	-0.6	-9	9	1	1	12	-7	-5	4
COC(=O)c1cn(-c2ccccc2)nc1-c1ccc(OC)c(OC)c1	-1.2	5	3	38	-1	10	-2	1	-5
CCCc1cc(=O)oc2cc(OCC(=O)NCc3ccccn3)ccc12	-2.7	1	-11	12	4	9	4	4	-7
COc1cc(CNc2ccc3[nH]c(=O)[nH]c3c2)ccc1OCc1ccc(C)cc1	13	-18	-10	11	1	16	2	-14	-7
Cc1cccc(-c2noc(CN(C(=O)c3ccc(Br)o3)C(C)C)n2)c1	1.0	-19	7	18	1	11	-8	12	-6
COc1ccc([C@@H]2Sc3ccccc3NC(=O)[C@@H]2O)cc1	-2.1	0	-5	13	-1	-2	-5	6	-6
COCC(C)NS(=O)(=O)c1ccc(NC(=O)C(Cc2ccccc2)NC(N)=O)cc1 (stereo not given)	-0.2	11	18	5	-3	1	-7	-7	-3
CN(CC(=O)NNC(=O)c1cccnc1)S(=O)(=O)c1cc(Cl)ccc1Cl	-0.8	2	7	2	1	-6	-1	-4	-8
CN=Cc1nc(-c2ccccc2)oc1O	4.3	1	-12	17	-2	5	-3	-1	-3
Cc1ccc(C)c(S(=O)(=O)c2c(C)cc(C)nc2Cl)c1	0.3	3	-4	6	-1	7	-4	0	-14
CCCn1nnc(NC(=O)C(c2ccccc2)c2ccccc2)n1	1.3	-10	-30	13	1	2	0	5	-12
COc1ccc(C2=NN(c3ccccc3)C(c3cccs3)C2)cc1 (stereo not given)	2.2	5	12	6	3	10	-2	6	18
CCOC(=O)c1cnc2c(OC)cccc2c1N1CC(C)CC(C)C1 (stereo not given)	1.6	22	1	71*	4	20	-5	12	6
CC(C)NC(=O)c1ccc(NC(=O)CC2SC(N3CCCCC3)=NC2=O)cc1 (stereo not given)	-3.3	-1	-8	42	-3	-7	-4	-3	0
CN(C)c1ccc(/C=N\Nc2nc(-c3ccccc3)cc(=O)[nH]2)cc1	1.8	-19	18	17	1	15	3	6	27
C1CC2CN(c3nc4nonc4nc3N3CCSCC3)CCN2C1 (stereo not given)	-2.6	-11	3	15	0	-2	0	2	-4
O=C(NCc1ccc(F)cc1)N1CCN(C(=O)c2ccccc2)CC1	-0.9	-4	-18	9	-2	-4	-3	-5	5
CCCCNC(=O)Cn1c(-c2ccc(OC)cc2)noc1=O	0.3	1	22	16	0	-1	0	1	0
COC(=O)c1sccc1NC(=O)c1cc2c(s1)CCCC2	1.0	8	4	22	2	12	-3	10	8
COCCCn1c(C)c(C(C)=O)cc(NC(=O)c2ccccc2)c1=O	1.8	-4	-21	17	1	2	-4	0	2
COc1cc2c(cc1OC)CN(C(=O)c1cccc([N+](=O)[O-])c1)CC2	2.5	1	-8	28	-1	2	0	-2	-12
COc1ccc(/C=C/C(=O)Nc2cccc(S(=O)(=O)NC3=NCCCCC3)c2)c(OC)c1	-0.2	-1	21	9	-1	8	-1	-10	-25
O=C1C(CSCc2ccccc2)NC(=S)N1c1ccccc1 (stereo not given)	52*	4	-17	36	1	27	-3	13	-5
CCc1ccc(Oc2coc3cc(OC(=O)c4cc5ccccc5oc4=O)ccc3c2=O)cc1	2.0	-11	-18	16	-1	6	2	-1	7
Nc1c(N2CCCCC2)c(=O)[nH]c(=O)n1-c1ccccc1	-0.4	11	11	5	-2	-3	-2	-9	-6
Cn1c(=O)cc(SCC(=O)NCc2cccnc2)c2ccccc21	1.4	-2	-9	11	-3	-3	13	-5	-14
Cc1cc(C)c(S(=O)(=O)NCC(=O)O)cc1C	0.0	20	0	9	0	2	1	-7	7
O=C(c1ccco1)N1CCN(Cc2cc(=O)c(OCc3cccc(F)c3)co2)CC1	-0.4	-1	-6	11	1	-2	-4	1	-5
Cc1ccccc1C(=O)Nc1c(-c2cccs2)c(=O)c2ccccc2n1C	2.1	7	7	6	-3	7	-2	-3	0
C#C[C@]1(OC(C)=O)CCC2C3CCC4=CC(=O)CC[C@@H]4C3CC[C@@]21C (stereo not given in full)	1.3	7	23	31	-10	2	3	-11	4
Cc1ccc(NS(=O)(=O)c2ccc3c(c2)oc(=O)n3C)cc1F	-0.4	19	9	5	2	-15	-1	-10	-6
C/C(=N\NC(=O)c1c[nH]c2ccccc12)c1ccc2c(c1)OCO2	0.3	-5	-52	1	4	1	-2	5	0
CC(C)(C)c1ccc(OCCCC(=O)NNC(=O)c2ccccc2O)cc1	-0.6	13	58*	4	-1	-10	-1	-4	5
CCc1ccc(-n2c(O)cnc2Nc2nc(C)cc(C)n2)cc1	-0.7	9	11	-3	-1	8	-3	-3	-2
CN1CCN(C(=O)CN2C(=O)CC(C)(C)S(=O)(=O)c3ccccc32)CC1	-1.9	8	1	2	2	5	-2	-1	-5
COc1cccc(NC(=O)COc2ncnc3sc(C)c(C)c23)c1	0.6	6	17	8	-1	-4	-1	1	-2
CCn1c(SCC(=O)Nc2nccs2)nnc1-c1ccco1	-1.2	-2	15	11	-1	16	-1	0	-10
Carrying on:
SMILES	UPR CHOP act	APJ antagonist	Mdm2 MdmX PPI	tim23-1 inh	UPR XBP1 act	CCR6 antag	APJ agonist	CXCR6 inh	EBI2 antag
COc1cc(C(=O)O[C@H]2CC(C)=CC[C@@]3(C)CC[C@@](O)(C(C)C)[C@H]23)ccc1O	0.7	-2	19	54*	-6	-13	-2	-7	6
Cc1cc(C(=O)O)ccc1[N+](=O)[O-]	1.4	1	32	-4	1	-1	-4	0	-6
COc1cc(/C=N/Nc2nc(C)cc(=O)[nH]2)ccc1OC(=O)c1cccnc1	0.8	-9	23	-1	0	1	-2	2	-1
Cc1nnc(Nc2ccc(O)cc2)[nH]c1=O	0.2	-8	9	-17	2	-6	2	-4	-12
Cc1cc(NC(=O)c2cccs2)ncc1NC(=O)C(C)(C)C	2.6	13	-30	16	-6	4	-1	-2	0
O=P(O)(O)c1cc(-c2ccccc2)oc1-c1ccccc1	3.9	25	-12	7	-1	5	-4	1	-1
COc1ccc(-c2csc3ncnc(Oc4ccc5c(C)cc(=O)oc5c4)c23)cc1	0.8	-35	20	10	4	6	-2	-2	-5
Cc1cc(C)cc(N(CC(=O)Nc2ccc(C(F)(F)F)cc2)S(=O)(=O)c2c(C)[nH]c(=O)[nH]c2=O)c1	-1.3	0	23	1	-2	18	-2	1	-3
Cc1ccc(-n2ccc(-c3nn(-c4ccccc4)ccc3=O)n2)cc1	-2.1	7	17	7	0	11	-1	-3	-2
O=C(Nc1ccccc1)Nc1ccno1	0.6	-14	12	-1	-2	-14	9	-2	-6
Cn1nc(-c2ccc(Cl)cc2)c2cc(C(=O)N3CCOCC3)sc21	-1.2	8	7	33	-2	8	3	-5	9
COc1ccc(OCC(=O)Nc2ccc3c(c2)C(=O)NC3=O)cc1	-2.8	-18	8	7	-1	4	0	-8	6

Arranged by number of heavy atoms (falling): some entries from above.
SMILES	UPR CHOP act	APJ antagonist	Mdm2 MdmX PPI	tim23-1 inh	UPR XBP1 act	CCR6 antag	APJ agonist	CXCR6 inh	EBI2 antag
Cc1cc(C)cc(N(CC(=O)Nc2ccc(C(F)(F)F)cc2)S(=O)(=O)c2c(C)[nH]c(=O)[nH]c2=O)c1	-1.3	0	23	1	-2	18	-2	1	-3
COc1cc(C(=O)O[C@H]2CC(C)=CC[C@@]3(C)CC[C@@](O)(C(C)C)[C@H]23)ccc1O	0.7	-2	19	54*	-6	-13	-2	-7	6
Cc1ccc(-n2ccc(-c3nn(-c4ccccc4)ccc3=O)n2)cc1	-2.1	7	17	7	0	11	-1	-3	-2
Cc1nnc(Nc2ccc(O)cc2)[nH]c1=O	0.2	-8	9	-17	2	-6	2	-4	-12

Assay outcomes (PubChem BioAssay)
